High-throughput results: PubChem, Broad Institute
FN deposition inh = fibronectin deposition inhibition; inhibition, % at 12.6 µM; AH1F fibroblasts, Alexa488-fibronectin deposition fluorescence, overnight; 350,000 tested, 0.086% active; AID 743247;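 active means mean inhibition across replicates of 30% or more, regardless of how many single replicates reach that level; inconclusive means mean under 30% yet at least half of replicates reach 30%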;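 further: positive control wells lacked labelled fibronectin entirely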
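Assay system: AH1F fibroblasts / Quantity: 10000 cells per well / Medium: DMEM plus 2% serum, read in PBS / Reagent: labelled fibronectin 24 nM / Dosing: single dose, pinned / Times: 1 h cell attachment, overnight exposure to compound and label / Signal: fluorescence, ex 485 nm, em 525 nm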
F508del corr = correctors of CFTR F508del function in bronchial epithelial cells; CFBE cells, YFP halide quenching; stimulated with forskolin plus potentiator P3; % fluorescence drop versus neutral controls; activity (quench increase), % at 7.58 µM; 350,000 tested, 0.36% active; AID 720511;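 active means mean added fluorescence quench of at least 8% versus neutral control, with both replicates also reaching 8%; inconclusive means only one of the mean or replicate conditions met; inactive means mean below 8% and not both replicates reaching 8%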;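 further: cells transiently co-express mutant CFTR-F508del with the halide-sensitive YFP; corrector assay measuring rescue of mutant channel to the surface after 24 h compound exposure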
C2C12 statin = suppressors of simvastatin-induced myotoxicity in C2C12 myotubes; ATP luminescence, 48 h; scaled: DMSO 0, geranylgeraniol control 100; rescue of ATP level, % at 7.49 µM; 330,000 tested, 0.78% active; AID 602340;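 active means mean ATP rescue above about 67%, or every replicate alone reaching that limit, limit read from the data, passing the limit was not always enough; inconclusive means no clear call, values can overlap the other calls; inactive means mean under the limit and some replicate under it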;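 further: myotubes were challenged with 10 µM simvastatin during compound exposure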
miR122 inh = inhibitors of miR-122 in Huh7 cells. Huh7 miR-122 Renilla luciferase sensor, 48 h; neutral wells = 0, positive control = 100. activation (reporter increase), % at 12.5 µM. 340,000 tested, 0.3% active. AID 602342;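 active means mean replicate activation score at least 90 and every replicate individually at or above 90; inconclusive means only one of the two criteria met; inactive means neither criterion met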;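 further: higher luciferase means less miR-122 activity so hits act as miR-122 inhibitors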
PGC1a acetyl inh = modulators of PGC1a acetylation | inhibition, % at 15.6 µM | 350,000 tested, 0.17% active | U2OS PGC1a acetylation, AlphaScreen anti-acetyl-lysine; with virally co-expressed GCN5 acetyltransferase;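 active means every replicate shows inhibition of at least 40%; inconclusive means mean inhibition at least 40% but some replicate below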;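 further: 0% = neutral control wells and 100% = positive control wells; some results beyond the cut were filed as inactive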
PglD inh = PglD (C. jejuni) enzyme inhibition; 360,000 tested, 0.098% active; purified PglD enzyme, DTNB colorimetric CoA detection; inhibition, % at 12.5 µM; in the data active means inhibition above about 16%, passing the limit was not always enough; inconclusive means no clear call, values can overlap the other calls; further: strong numbers were not always called active
GSIS activator = GLuc luminescence reporter in INS-1E cells, primary screen for activators of glucose-dependent secretion of insulin; INS-1E GLuc reporter insulin secretion, 2-3 h; activation, % at 16.6 µM; 370,000 tested, 0.61% active;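 active means lowest replicate activation of at least 40%, so every replicate reaches that level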;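 further: 0% = median of neutral control wells and 100% = median of IBMX positive control wells; some compounds called inactive have numbers as strong as hits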
Cneo AK release = causes C. neoformans cell lysis. adenylate kinase release luminescence, 4 h; normalised: neutral wells 0, clomiphene wells 100. 360,000 tested, 0.2% active. AID 651654. lysis activity, % at 15 µM;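 active means mean lysis activity across replicates of at least 80%, whatever share of replicates individually reach that level; inactive means mean lysis activity below 80%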
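Assay system: C. neoformans cells. Amount: yeast cell density of 5 × 10^6 cells/mL. Technique: AK luminescence. Buffer or medium: YPD. Times: static 4 h at 37 °C with compound, 1 h detection. Dosing: single-point compound dose. Read-out: lysis from increased AK signal.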
The depositor's hits bear a star; ? = inconclusive; . = not tested or not shown; [ ] = dose if it differs, or a comment. Rows were taken by chance; about 2.1% have a hit in one of these screens.

Molecule | FN deposition inh | F508del corr | C2C12 statin | miR122 inh | PGC1a acetyl inh | PglD inh | GSIS activator | Cneo AK release
Fc1ccc(-c2cn3cc(C(F)(F)F)cc(Cl)c3n2)cc1 | -1 | . | -7 | 8 | -10 | 4 | . | -5
N#Cc1cnn2c(-c3ccc(Cl)cc3Cl)ccnc12 | 4 | 0.2 | . | -8 | 2 | . | 22 | .
Cc1c(C(=O)c2ccc(Cl)cc2Cl)cnc2cc3c(cc12)OCO3 | -6 | . | 23 | 1 | -7 | 1 | . | 1
O=C(CCN1CCCCC1=O)NC1CCCN(Cc2ccc(Cl)cc2)C1 (stereo unspecified) | 13 | 1.9 | -2 | 2 | 0 | -4 | 5 | -5
Cc1noc(C)c1NC(=O)Nc1ccc2c(c1)C(=O)N([C@@H](C)CO)C[C@@H](C)[C@@H](CN(C)S(=O)(=O)c1ccc(Cl)cc1)OCCCC[C@H](C)O2 | 1 | 2.0 | . | 3[16.7 µM] | -4 | 10 | -12 | -4
COc1cccc(-c2c[nH]c(=O)[nH]c2=O)c1 | -14 | -1.1 | 1 | 1 | -4 | -6 | 0 | 0
CN(CC(=O)Nc1cccc(F)c1)C(=O)c1cc([N+](=O)[O-])ccc1N1CCOCC1 | 3 | 0.5 | 6 | -6 | -3 | . | 10 | .
CCn1cc(CN2CCC(n3nccc3NC(=O)C3CCCC3)CC2)c(C)n1 | . | -2.9 | -2 | 3 | 8 | -4 | 12 | -1
O=C(OCc1nnc(-c2ccccc2)o1)c1ccc(Br)o1 | 6 | -0.2 | 7 | 0 | -8 | 1 | 9 | -1
NC(=O)c1ccc(Oc2cccc3cccnc23)c([N+](=O)[O-])c1 | 12 | 2.0 | -3 | 2 | 11 | -4 | 9 | -4
COc1cccc(Nc2c(F)c(F)c(F)c(F)c2C(=O)O)c1 | . | . | . | -1 | 9 | 9 | . | -1
Cc1occc1C(=O)NC(C)C(C)(C)C (stereo unspecified) | . | . | -9 | -3 | -16 | -2 | . | -1
O=C(COc1ccc(Br)cc1)NCCNC(=O)c1cccnc1 | . | -1.0 | -1 | -2 | ? | 6 | 3 | -1
COc1ccc(CN(C)C[C@H]2OCCCC[C@H](C)Oc3ccc(NC(=O)Nc4ccc(F)cc4)cc3C(=O)N([C@@H](C)CO)C[C@@H]2C)cc1 | . | -0.4 | -343 | -2[16.7 µM] | -14 | 8 | -31 | 8
Nc1c(C(=O)NCc2ccc3c(c2)OCO3)nnn1-c1ccc(OC(F)(F)F)cc1 | -5 | . | . | 4 | . | 4 | . | -4
O=C(N/N=C/c1ccncc1)c1ccc(NC(=O)c2cccc(Cl)c2)cc1 | 4 | 4.1 | . | 3 | -6 | . | -2 | .
CC1Cc2ccccc2N1C(=O)c1cc2sccc2n1Cc1ccc(F)cc1 (stereo unspecified) | . | . | 32 | 3 | -7 | -4 | . | -1
Cc1cc(C)cc(NC(=S)NCC2CCCO2)c1 (stereo unspecified) | . | . | -1 | -3 | -11 | 0 | . | -1
CCCCC1CCC(C(=O)N(CCOC)c2c(N)n(CCCC)c(=O)[nH]c2=O)CC1 (stereo unspecified) | -12 | -1.5 | -3 | -4 | 10 | . | 4 | .
Cc1cc(C)nc(Nc2nc3ccccc3[nH]2)n1 | -10 | . | -8 | 4 | -5 | 2 | . | 15
CC=Cc1ccc2n(c1=O)C[C@H]1N[C@@H]2[C@@H](C(=O)NC2CCCC2)[C@@H]1CO (mixture of isomers) | -11 | 0.7 | . | . | 0 | . | 12 | .
C=CCSc1nc2c(c(=O)[nH]c(=O)n2C)n1CC | . | . | 2 | -7 | 0 | 3 | 63 | 3
Cc1ccc(SCc2[nH]nc3c2C2(C(=O)N(C)c4ccccc42)C(C#N)=C(N)O3)cc1 (stereo unspecified) | . | . | -80 | 6 | -5 | -1 | . | 0
CCOC(=O)c1c(-c2ccc(OC)cc2)oc2ccc(O)cc12 | 8 | 2.5 | 15 | . | -5 | -2 | 10 | 3
CC(C)NC(=O)C1Cc2c(-c3ccccc3Oc3ccccc3)ccnc2O1 (stereo unspecified) | . | 3.2 | . | . | . | -2 | -11 | 0
O=C(Cn1cnc2c(cnn2-c2ccccc2)c1=O)NC1CCCC1 | 5 | 3.9 | -1 | -3 | 7 | 2 | 4 | 0
CCOc1ccc(C(=O)COC(=O)C2COc3ccccc3O2)cc1 (stereo unspecified) | -35 | 1.2 | 0 | -6 | 0 | 1 | 20 | 0
COc1ccc(NC(=O)COc2nsnc2N2CCCCC2)cc1 | . | . | 15 | 11 | -31 | -1 | -11 | 2
Cc1ccc(/C=C/C(=O)N(Cc2cccs2)C2CCS(=O)(=O)C2)cc1 (stereo unspecified) | -4 | 0.1 | 6 | 3 | -1 | -1 | 19 | 5
C/C(=N\NC(=O)CCn1nnc2ccccc21)c1cccs1 | -2 | -0.6 | . | -3 | 0 | -1 | . | -1
O=c1c2ccccc2nc(CSc2nnnn2-c2ccccc2)n1-c1ccccc1Cl | . | . | 15 | 1 | -5 | -1 | 7 | 0
COc1ccc(S(=O)(=O)Nc2ccc3c(c2)C(=O)N([C@@H](C)CO)C[C@H](C)[C@@H](CN(C)Cc2ccccc2)OCCCC[C@@H](C)O3)cc1 | -3 | -1.4 | . | 4[16.7 µM] | -12 | 3 | 26 | -3
COc1ccc(C(=O)NCCSc2ccccn2)cc1 | . | . | -20 | 6 | 3 | -5 | . | -3
CC1(Oc2ccccc2-c2ccn[nH]2)CCN(Cc2ccc(OC(F)(F)F)cc2)C1 (stereo unspecified) | . | 3.8 | -3 | 12 | 2 | 3 | . | 25
O=C(Nc1nnc(C2CC2)s1)C1CCCO1 (stereo unspecified) | 0 | 3.2 | 3 | -4 | 2 | 0 | 7 | 2
CO[C@@H]1CN(C)C(=O)c2ccc(NC(=O)c3ccc(-c4ccccc4)cc3)cc2OC[C@H](C)NC[C@@H]1C | 2 | -2.3 | 17 | . | -11 | 0 | 14 | 0
CCOc1ccc2c(c1)nc(NCCCO)n2Cc1ccccc1 | -11 | 0.2 | 20 | -4 | -3 | -2 | -6 | -4
O=[N+]([O-])c1cc(C(F)(F)F)cc([N+](=O)[O-])c1NCCCNc1ccc([N+](=O)[O-])c2cccnc12 | . | . | . | -8 | -7 | 3 | -16 | 5
COc1cc(NC(=O)CCN2CCN(CCO)CC2)cc(OC)c1 | 6 | -0.5 | 0 | 1 | 1 | -1 | 2 | 2
C[C@@H]1CN([C@H](C)CO)S(=O)(=O)c2ccc(-c3cccnc3)cc2O[C@H]1CN(C)C(=O)c1cccc(F)c1 | 8 | -2.5 | -27 | -4[16.7 µM] | -20 | 1 | 7 | 1
NS(=O)(=O)c1ccc(NC(=O)COC(=O)C2CC(=O)N(Cc3ccccc3)C2)cc1 (stereo unspecified) | . | 1.8 | 5 | 1 | 1 | -4 | -3 | 1
CCc1ccc(NS(=O)(=O)c2cc3[nH]c(=O)c(=O)[nH]c3cc2C)cc1 | 7 | -1.4 | 4 | -7 | -6 | 0 | -8 | 4
Cc1ccccc1S(=O)(=O)N1C[C@@H]2N[C@H](C1)C2c1ccc(-c2cccc(C(=O)N(C)C)c2)cc1 (stereo partly specified) | 19 | 4.3 | . | . | 7 | . | 0 | .
C[C@H]1CN([C@@H](C)CO)S(=O)(=O)c2ccc(C#Cc3ccccc3F)cc2O[C@H]1CN(C)CC1CCOCC1 | . | 2.7 | 1 | . | -12 | 3 | -13 | -8
COC(=O)c1ccc(CNC(=O)c2ccc(S(=O)(=O)N3CCCCCC3)cc2)cc1 | 1 | -0.2 | -6 | 0 | 6 | . | 17 | .
CC1(C)CC(NC(=O)C2CCN(S(=O)(=O)c3ccc(F)cc3)CC2)CC(C)(C)N1 | -7 | -0.9 | 13 | 0 | -2 | 0 | -3 | -2
O=C(OCC(=O)N1CCN(C(=O)c2ccco2)CC1)c1cccc(S(=O)(=O)N2CCc3ccccc32)c1 | -3 | 4.5 | 3 | -11 | -18 | 2 | 0 | 6
O=C(NCCCOC(=O)c1ccccc1)c1ccccc1 | 4 | -2.5 | 1 | -1 | -7 | 0 | -4 | -3

Reformatted: results already given
CCc1ccc(NS(=O)(=O)c2cc3[nH]c(=O)c(=O)[nH]c3cc2C)cc1
  FN deposition inh: 7; F508del corr: -1.4; C2C12 statin: 4; miR122 inh: -7; PGC1a acetyl inh: -6; PglD inh: 0; GSIS activator: -8; Cneo AK release: 4
O=[N+]([O-])c1cc(C(F)(F)F)cc([N+](=O)[O-])c1NCCCNc1ccc([N+](=O)[O-])c2cccnc12
  FN deposition inh: .; F508del corr: .; C2C12 statin: .; miR122 inh: -8; PGC1a acetyl inh: -7; PglD inh: 3; GSIS activator: -16; Cneo AK release: 5
CCOc1ccc2c(c1)nc(NCCCO)n2Cc1ccccc1
  FN deposition inh: -11; F508del corr: 0.2; C2C12 statin: 20; miR122 inh: -4; PGC1a acetyl inh: -3; PglD inh: -2; GSIS activator: -6; Cneo AK release: -4
CC1(C)CC(NC(=O)C2CCN(S(=O)(=O)c3ccc(F)cc3)CC2)CC(C)(C)N1
  FN deposition inh: -7; F508del corr: -0.9; C2C12 statin: 13; miR122 inh: 0; PGC1a acetyl inh: -2; PglD inh: 0; GSIS activator: -3; Cneo AK release: -2

(list continues)
Molecule | FN deposition inh | F508del corr | C2C12 statin | miR122 inh | PGC1a acetyl inh | PglD inh | GSIS activator | Cneo AK release
O=C(C[C@@H]1CC[C@@H]2[C@H](COC[C@H](O)CN2C(=O)c2cccnc2)O1)NCc1ccccc1 | -4 | -3.0 | 24 | -6[16.7 µM] | 6 | 0 | 3 | 0
C[C@@H]1CN([C@H](C)CO)C(=O)c2cc(NS(=O)(=O)c3ccc(F)cc3)ccc2O[C@@H](C)CCCCO[C@H]1CN(C)Cc1ccncc1 | -2 | 0.2 | . | 3[16.7 µM] | 7 | 3 | -16 | -3
COc1ccc2[nH]cc(S(=O)(=O)c3ccc(C(C)C)cc3)c(=O)c2c1 | 9 | -1.4 | . | 8 | . | . | 2 | .
COc1ccc(Cl)cc1NC(=O)CN(C)CC(=O)N1CC(=O)Nc2ccccc21 | 1 | 3.6 | 7 | 8 | 14 | 3 | . | 8
CCc1nc2c(OCCn3cccc3)cccn2c1N(C)C(=O)c1ccccc1F | -1 | 1.6 | 1 | 9 | . | 1 | 13 | 0
CCn1nc(C)c(NS(=O)(=O)c2ccc(C)cc2)c1C | 7 | . | -17 | 1 | 7 | -4 | . | 6
CNC[C@@H]1OCCCC[C@@H](C)Oc2ccc(NS(=O)(=O)c3cn(C)cn3)cc2C(=O)N([C@H](C)CO)C[C@@H]1C | . | 2.7 | -14 | 10[16.7 µM] | -7 | 4 | 4 | 0
CN(Cc1cccc(C(F)(F)F)c1)C(=O)C1CCC(=O)N(CC2CCCCC2)C1 (stereo unspecified) | 5 | 1.6 | 0 | . | . | 9 | -28 | -3
CCOC(=O)c1sc(NC(=O)CCCn2nc([N+](=O)[O-])c(Cl)c2C)c(C(=O)OCC)c1C | -2 | -0.2 | . | 4 | . | -2 | 18 | -2
COc1cc(/C=N/NC(=O)c2cc(-c3cccn3C)n[nH]2)cc(OC)c1OC | 6 | . | . | 9 | . | 0 | . | -2
CC(=O)c1ccc(NC(=O)CCNC(=O)c2ccc(Cl)cc2)cc1 | 4 | . | -2 | 0 | 0 | -8 | -19 | -1
